From PubChem BioAssay
NSD2 inh = NSD2 (human) methyltransferase inhibition; NSD2-SET H3K36me1 DELFIA fluorescence, biochemical; hit rate 0.07% among 44,000; O96028; inhibition, % at 12.5 µM; AID 624260; in the data active means inhibition above about 54%, passing the limit was not always enough; inconclusive means no clear call, values can overlap the other calls;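 further: inhibitors reduce the monomethyl H3K36 fluorescence signal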
Target sequence (O96028 whole entry, looked up): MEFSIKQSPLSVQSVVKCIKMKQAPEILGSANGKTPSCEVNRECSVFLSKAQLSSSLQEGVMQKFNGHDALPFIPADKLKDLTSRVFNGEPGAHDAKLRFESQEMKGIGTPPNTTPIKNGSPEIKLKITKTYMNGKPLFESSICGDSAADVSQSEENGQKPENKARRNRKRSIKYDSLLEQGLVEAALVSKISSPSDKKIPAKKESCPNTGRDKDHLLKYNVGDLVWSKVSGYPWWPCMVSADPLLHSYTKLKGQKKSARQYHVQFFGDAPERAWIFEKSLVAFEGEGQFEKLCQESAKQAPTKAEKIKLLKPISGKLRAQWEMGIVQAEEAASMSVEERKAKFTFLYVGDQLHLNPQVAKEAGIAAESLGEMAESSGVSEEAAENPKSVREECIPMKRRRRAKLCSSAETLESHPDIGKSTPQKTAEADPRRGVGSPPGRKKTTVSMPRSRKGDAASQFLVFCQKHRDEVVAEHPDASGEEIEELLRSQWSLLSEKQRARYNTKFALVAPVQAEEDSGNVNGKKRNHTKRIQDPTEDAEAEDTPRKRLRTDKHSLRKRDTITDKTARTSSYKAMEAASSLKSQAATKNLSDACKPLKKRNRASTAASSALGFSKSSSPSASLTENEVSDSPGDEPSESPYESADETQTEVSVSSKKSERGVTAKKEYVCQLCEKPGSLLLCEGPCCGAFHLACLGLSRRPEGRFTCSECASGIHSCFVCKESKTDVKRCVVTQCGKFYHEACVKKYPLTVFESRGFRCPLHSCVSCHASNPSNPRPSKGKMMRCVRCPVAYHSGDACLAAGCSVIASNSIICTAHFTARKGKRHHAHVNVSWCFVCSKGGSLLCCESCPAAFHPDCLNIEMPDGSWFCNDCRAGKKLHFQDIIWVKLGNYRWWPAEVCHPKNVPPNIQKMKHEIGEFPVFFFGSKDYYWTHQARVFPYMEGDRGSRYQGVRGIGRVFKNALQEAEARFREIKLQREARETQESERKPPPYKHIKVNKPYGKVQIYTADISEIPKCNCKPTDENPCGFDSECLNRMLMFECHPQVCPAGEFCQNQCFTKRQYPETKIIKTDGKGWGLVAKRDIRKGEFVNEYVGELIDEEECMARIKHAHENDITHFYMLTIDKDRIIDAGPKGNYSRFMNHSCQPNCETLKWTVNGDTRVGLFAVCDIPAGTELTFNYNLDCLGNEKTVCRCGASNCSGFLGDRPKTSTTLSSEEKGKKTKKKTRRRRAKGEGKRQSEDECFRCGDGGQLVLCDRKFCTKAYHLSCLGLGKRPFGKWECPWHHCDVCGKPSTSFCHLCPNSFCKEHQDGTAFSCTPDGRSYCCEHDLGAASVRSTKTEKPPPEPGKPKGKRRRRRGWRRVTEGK
Active calls of the source: *; ? = inconclusive. An excerpt, so the mix of outcomes need not match the whole.

SMILES | NSD2 inh
C=C1CCC2[C@](C)(CCC[C@]2(C)C(=O)O)[C@H]1CC/C(C)=C/C(=O)OC (stereo partly specified) | -6.0
CN(C)Cc1ccc(O)c(CN(C)C)n1 | -10.8
O=C(c1cnn(-c2ccccc2)c1)c1ccccc1O | 5.4
C[C@@H]1CN([C@H](C)CO)C(=O)Cc2cc(NC(=O)Nc3ccc(C(F)(F)F)cc3)ccc2O[C@H]1CN(C)S(=O)(=O)c1cn(C)cn1 | 2.0
C[C@H]1CCCCO[C@@H](CN(C)C(=O)Nc2ccccc2)[C@@H](C)CN([C@@H](C)CO)C(=O)c2cc(NC(=O)Nc3ccccc3)ccc2O1 | 1.8
C[C@@H]1CN([C@H](C)CO)C(=O)CCCn2cc(nn2)CO[C@H]1CN(C)Cc1ccc(C(F)(F)F)cc1 | -3.3
C#CCOc1ccc(/C=N/NC(=O)c2ccccc2O)cc1 | -0.1
COc1ccc(NC(=O)Nc2ccc3c(c2)CC(=O)N([C@H](C)CO)C[C@H](C)[C@@H](CN(C)Cc2ccc(C(=O)O)cc2)O3)cc1 | -3.8
C[C@@H](NC(=O)C[C@@H]1CC[C@H](NC(=O)c2cccnc2)[C@@H](CO)O1)c1ccccc1 | 6.7
C[C@@H]1CN([C@H](C)CO)C(=O)CCCn2nncc2CO[C@H]1CN(C)Cc1cccc(C(F)(F)F)c1 | -12.3
O=C1C[C@@](C(=O)NCc2ccccc2)(c2ccc([N+](=O)[O-])cc2)[C@@H](c2ccc(CO)cc2)N1C1CCCCC1 | 6.8
Cc1ccc(S(=O)(=O)Nc2cccc3c2O[C@@H](CN(C)C)[C@H](C)CN([C@H](C)CO)C3=O)cc1 | 5.0
C[C@H](CO)N1C[C@H](C)[C@H](CN(C)C(=O)NC2CCCC2)Oc2ncc(C3=CCCCC3)cc2C1=O | 0.7
C[C@H]1CN([C@@H](C)CO)C(=O)c2cc(NC(=O)Nc3ccc(F)cc3)ccc2O[C@H]1CN(C)C(=O)NC1CCCCC1 | 1.6
CC(C)(C)ONC(=O)c1cccc(N=[N+]=[N-])c1 | -6.3
C[C@@H]1CN([C@H](C)CO)C(=O)c2cc(-c3ccncc3)cnc2O[C@@H]1CN(C)C(=O)c1ccccc1F | -3.6
Cc1ccc(S(=O)(=O)N[C@@H]2CC[C@H](CC(=O)N3CCC(Cc4ccccc4)CC3)O[C@H]2CO)cc1 | 3.5
CC(C)NC(=O)N(C)C[C@@H]1OCCCC[C@H](C)Oc2ccc(NC(=O)Cc3ccccc3)cc2C(=O)N([C@@H](C)CO)C[C@H]1C | 0.7
CNC[C@H]1Oc2ccc(NS(=O)(=O)c3ccc(F)cc3)cc2C(=O)N([C@H](C)CO)C[C@@H]1C | -2.0
C[C@@H]1CN([C@@H](C)CO)C(=O)c2cccc(NC(=O)C3CCOCC3)c2O[C@H]1CN(C)C(=O)Nc1ccc(C(F)(F)F)cc1 | 0.0
COc1ccc(CN(C)C[C@@H]2OCCCC[C@H](C)Oc3ccc(N(C)C)cc3C(=O)N([C@H](C)CO)C[C@@H]2C)cc1 | 9.4
Cc1noc(C)c1NC(=O)N(C)C[C@H]1OCCCC[C@H](C)Oc2ccc(N(C)C)cc2C(=O)N([C@H](C)CO)C[C@H]1C | 6.5
CCCNC(=O)N(C)C[C@@H]1Oc2cc(C#CCC(C)C)ccc2S(=O)(=O)N([C@H](C)CO)C[C@@H]1C | -0.1
COCC(=O)Nc1ccc2c(c1)[C@@H]1C[C@@H](CC(=O)N(C)C)O[C@@H](CO)[C@@H]1O2 | -1.5
C[C@@H]1CN([C@@H](C)CO)C(=O)CCCn2nncc2CO[C@@H]1CN(C)C(=O)Nc1ccc2c(c1)OCCO2 | 4.9
SMILES | NSD2 inh
C[C@H](CO)N1C[C@H](C)[C@@H](CN(C)Cc2ccncc2)Oc2ccc(NS(=O)(=O)c3ccc(Cl)cc3)cc2CC1=O | 4.2
C[C@@H]1CCCCO[C@H](CN(C)C)[C@@H](C)CN([C@@H](C)CO)C(=O)c2cc(NS(=O)(=O)c3ccc(Cl)cc3)ccc2O1 | -2.8
C[C@H]1CN([C@@H](C)CO)S(=O)(=O)c2ccc(-c3ccccc3)cc2O[C@@H]1CN(C)C(=O)c1ccc2c(c1)OCO2 | ?
Cc1ccc(S(=O)(=O)Nc2ccc3c(c2)C(=O)N([C@H](C)CO)C[C@@H](C)[C@@H](CN(C)C(=O)Nc2ccc(F)cc2)O3)cc1 | -1.0
C[C@@H]1CN([C@H](C)CO)C(=O)c2cc(NC(=O)Nc3ccc4c(c3)OCO4)ccc2O[C@H]1CN(C)Cc1ccc(C(=O)O)cc1 | 3.7
C[C@H](CO)N1C[C@H](C)[C@@H](CN(C)S(=O)(=O)c2ccc(Cl)cc2)Oc2ccc(NC(=O)Cc3ccccc3)cc2CC1=O | 11.0
CC(C)NC(=O)N(C)C[C@H]1Oc2ccc(NC(=O)NC3CCCCC3)cc2C(=O)N([C@H](C)CO)C[C@H]1C | -0.8
C[C@@H]1CCCCO[C@H](CN(C)Cc2ccc3c(c2)OCO3)[C@H](C)CN([C@@H](C)CO)C(=O)c2cc(NC(=O)c3ccncc3)ccc2O1 | 1.9
C[C@@H]1CN([C@@H](C)CO)C(=O)Cc2cc(NS(C)(=O)=O)ccc2O[C@@H]1CN(C)Cc1ccc(Oc2ccccc2)cc1 | -2.6
C/C=C/c1ccc2c(c1)O[C@H](CN(C)C(=O)c1ccccn1)[C@@H](C)CN([C@H](C)CO)S2(=O)=O | 2.5
Cc1noc(C)c1S(=O)(=O)Nc1ccc2c(c1)C(=O)N([C@H](C)CO)C[C@@H](C)[C@H](CN(C)S(=O)(=O)c1cccs1)OCCCC[C@@H](C)O2 | -1.0
C[C@H]1CN([C@@H](C)CO)C(=O)c2cc(NC(=O)c3ccncc3)ccc2O[C@@H]1CN(C)S(=O)(=O)c1ccc(Cl)cc1 | 0.2
CC(C)CC#Cc1cnc2c(c1)C(=O)N([C@H](C)CO)C[C@H](C)[C@H](CN(C)S(C)(=O)=O)O2 | 1.8
O=C(O)CCCCCCC(=O)N/N=C/c1ccc2ccccc2n1 | 13.9
C[C@H](CO)N1C[C@H](C)[C@@H](CN(C)C(=O)C2CCCCC2)Oc2ncc(/C=C/c3ccccc3)cc2C1=O | 6.7
COc1ccc(NC(=O)N(C)C[C@H]2Oc3ccc(NC(=O)Nc4cccc5ccccc45)cc3C(=O)N([C@@H](C)CO)C[C@H]2C)cc1 | 2.7
C[C@H](CO)N1C[C@H](C)[C@H](CN(C)S(=O)(=O)c2ccccc2)Oc2ccc(NC(=O)C3CCCCC3)cc2C1=O | 0.3
COCC#Cc1cnc2c(c1)C(=O)N([C@H](C)CO)C[C@@H](C)[C@@H](CN(C)S(C)(=O)=O)O2 | -3.9
C[C@@H]1CN([C@@H](C)CO)C(=O)c2cccc(NS(=O)(=O)c3ccc(Cl)cc3)c2O[C@H]1CN(C)CC1CC1 | -2.2
C[C@H]1CN([C@@H](C)CO)C(=O)c2cc(NC(=O)C3CCCCC3)ccc2O[C@@H]1CN(C)S(=O)(=O)c1ccc(F)cc1 | -0.5
Cc1ccccc1-c1cnc2c(c1)C(=O)N([C@H](C)CO)C[C@H](C)[C@H](CN(C)C(=O)c1ccncc1)O2 | 2.6
CC(=O)N(C)C[C@@H]1Oc2cc(C#CCC(C)C)ccc2S(=O)(=O)N([C@@H](C)CO)C[C@@H]1C | -2.8
C[C@@H]1CN([C@@H](C)CO)C(=O)c2cccc(NS(=O)(=O)c3ccccc3)c2O[C@H]1CN(C)C(=O)Nc1ccc2c(c1)OCO2 | -6.0
C[C@@H]1CCCCO[C@H](CN(C)C(=O)c2ccccc2)[C@@H](C)CN([C@@H](C)CO)C(=O)c2cc(NC(=O)Nc3ccccc3)ccc2O1 | -1.5
C[C@@H]1CN([C@@H](C)CO)C(=O)c2ccccc2-c2ccccc2CO[C@@H]1CN(C)Cc1ccc(O)cc1 | -4.8
SMILES | NSD2 inh
C[C@@H]1CN([C@H](C)CO)S(=O)(=O)c2ccc(-c3ccncc3)cc2O[C@H]1CN(C)Cc1ccccc1 | 4.3
CC(C)NC(=O)Nc1ccc2c(c1)C(=O)N([C@@H](C)CO)C[C@H](C)[C@@H](CN(C)S(=O)(=O)c1cccs1)O2 | -5.3
C[C@@H]1CN([C@H](C)CO)C(=O)c2cc(NS(=O)(=O)c3cn(C)cn3)ccc2O[C@H]1CN(C)C(=O)Nc1ccc(F)cc1 | 8.3
C[C@@H]1CN([C@H](C)CO)C(=O)Cc2cc(NC(=O)Nc3cccc4ccccc34)ccc2O[C@H]1CN(C)Cc1ccc2c(c1)OCO2 | 15.0
COc1cc(/C=C/c2ccc(OC)c(OC)c2)c(CC=C(C)C)c(OC)c1 | -1.1
O=C(CCCCC(=O)N/N=C/CCC1CCCCC1)NO | -2.8
CCCN(C)C[C@@H]1Oc2cc(C#Cc3ccccn3)ccc2S(=O)(=O)N([C@@H](C)CO)C[C@@H]1C | -95.5
COc1ccc(CN(C)C[C@H]2Oc3ccc(NC(=O)Nc4ccc(C(F)(F)F)cc4)cc3C(=O)N([C@H](C)CO)C[C@H]2C)cc1 | 0.5
CCC(=O)N(C)C[C@@H]1Oc2cc(/C=C/c3ccccc3)ccc2S(=O)(=O)N([C@@H](C)CO)C[C@H]1C | 20.0
CCCC(O)C#Cc1cnc2c(c1)C(=O)N([C@H](C)CO)C[C@H](C)[C@H](CN(C)C(=O)Nc1c(C)noc1C)O2 (stereo partly specified) | 1.9
COc1cc(CC(C)C(C)Cc2ccc(O)c(OC)c2)ccc1O (stereo unspecified) | -1.6
CCCNC(=O)N(C)C[C@@H]1Oc2ncc(-c3cccc(C#N)c3)cc2C(=O)N([C@@H](C)CO)C[C@@H]1C | -6.9
Cc1ccc(S(=O)(=O)Nc2ccc3c(c2)C(=O)N([C@H](C)CO)C[C@H](C)[C@H](CN(C)Cc2ccc(Cl)c(Cl)c2)OCCCC[C@H](C)O3)cc1 | -8.3
COc1cccc(-c2ccc3c(c2)O[C@@H](CN(C)C)[C@H](C)CN([C@H](C)CO)S3(=O)=O)c1 | -8.8
CC(C)NC(=O)Nc1ccc2c(c1)C(=O)N([C@H](C)CO)C[C@H](C)[C@H](CN(C)S(C)(=O)=O)OCCCC[C@H](C)O2 | -3.5
C[C@H](CO)N1C[C@H](C)[C@H](CN(C)Cc2ccc(Cl)c(Cl)c2)Oc2ccc(NC(=O)NC3CCCCC3)cc2C1=O | 1.6
C[C@H](CO)N1C[C@H](C)[C@H](CN(C)C(=O)Nc2ccc3c(c2)OCO3)Oc2ncc(C#CC3(O)CCCC3)cc2C1=O | 2.6
CO[C@H](CN(C)C(=O)c1cnccn1)[C@H](C)CN([C@@H](C)CO)S(=O)(=O)c1ccc(F)cc1 | 1.8
C[C@@H]1CN([C@@H](C)CO)C(=O)c2cc(C3=CCCC3)cnc2O[C@H]1CN(C)Cc1cccc(F)c1 | 1.2
COCC#Cc1ccc2c(c1)O[C@H](CN(C)C(=O)Nc1ccc(OC)cc1)[C@H](C)CN([C@@H](C)CO)S2(=O)=O | 0.7
COc1cc2c(cc1O)C=[N+](Cc1cc3c(cc1Br)OCO3)CC2 | -4.4
COc1ccc(CN(C)C[C@H]2Oc3c(NC(=O)NC4CCCCC4)cccc3C(=O)N([C@@H](C)CO)C[C@@H]2C)cc1 | 5.1
COCC(=O)N(C)C[C@@H]1Oc2cc(-c3cccnc3)ccc2S(=O)(=O)N([C@H](C)CO)C[C@@H]1C | 0.8
C[C@@H]1CN([C@@H](C)CO)C(=O)c2cc(NC(=O)Cc3ccccc3)ccc2O[C@@H]1CN(C)Cc1ccc(Cl)c(Cl)c1 | -4.7
C[C@@H]1CN([C@@H](C)CO)C(=O)c2cccc(NS(C)(=O)=O)c2O[C@H]1CN(C)S(=O)(=O)c1ccc(F)cc1 | 1.5
C[C@H]1CN([C@@H](C)CO)C(=O)Cc2cc(NC(=O)NC3CCCCC3)ccc2O[C@@H]1CN(C)S(=O)(=O)c1ccc(Cl)cc1 | 1.9
C[C@@H]1CN([C@@H](C)CO)C(=O)c2cc(NC(=O)Nc3ccc4c(c3)OCO4)ccc2O[C@@H]1CN(C)C(=O)Nc1cccc2ccccc12 | -3.7
COc1ccc(S(=O)(=O)N(C)C[C@H]2Oc3ccc(NS(=O)(=O)c4ccc(Cl)cc4)cc3C(=O)N([C@@H](C)CO)C[C@@H]2C)cc1 | 2.4
COc1cccc(NC(=O)N[C@H]2C=C[C@@H](CC(=O)N3CCOCC3)O[C@@H]2CO)c1 | -26.9
O=C(CCCCCCC(=O)Nc1ccc(CO)cc1)NOCc1ccccc1 | 0.2

Gathered by group: the compounds so far containing a Cl atom
SMILES | NSD2 inh
C[C@H](CO)N1C[C@H](C)[C@@H](CN(C)Cc2ccncc2)Oc2ccc(NS(=O)(=O)c3ccc(Cl)cc3)cc2CC1=O | 4.2
C[C@@H]1CCCCO[C@H](CN(C)C)[C@@H](C)CN([C@@H](C)CO)C(=O)c2cc(NS(=O)(=O)c3ccc(Cl)cc3)ccc2O1 | -2.8
C[C@H](CO)N1C[C@H](C)[C@@H](CN(C)S(=O)(=O)c2ccc(Cl)cc2)Oc2ccc(NC(=O)Cc3ccccc3)cc2CC1=O | 11.0
C[C@H]1CN([C@@H](C)CO)C(=O)c2cc(NC(=O)c3ccncc3)ccc2O[C@@H]1CN(C)S(=O)(=O)c1ccc(Cl)cc1 | 0.2
C[C@@H]1CN([C@@H](C)CO)C(=O)c2cccc(NS(=O)(=O)c3ccc(Cl)cc3)c2O[C@H]1CN(C)CC1CC1 | -2.2
Cc1ccc(S(=O)(=O)Nc2ccc3c(c2)C(=O)N([C@H](C)CO)C[C@H](C)[C@H](CN(C)Cc2ccc(Cl)c(Cl)c2)OCCCC[C@H](C)O3)cc1 | -8.3
C[C@H](CO)N1C[C@H](C)[C@H](CN(C)Cc2ccc(Cl)c(Cl)c2)Oc2ccc(NC(=O)NC3CCCCC3)cc2C1=O | 1.6
C[C@@H]1CN([C@@H](C)CO)C(=O)c2cc(NC(=O)Cc3ccccc3)ccc2O[C@@H]1CN(C)Cc1ccc(Cl)c(Cl)c1 | -4.7
C[C@H]1CN([C@@H](C)CO)C(=O)Cc2cc(NC(=O)NC3CCCCC3)ccc2O[C@@H]1CN(C)S(=O)(=O)c1ccc(Cl)cc1 | 1.9
COc1ccc(S(=O)(=O)N(C)C[C@H]2Oc3ccc(NS(=O)(=O)c4ccc(Cl)cc4)cc3C(=O)N([C@@H](C)CO)C[C@@H]2C)cc1 | 2.4
